NCI-60 one-dose screen, 48 h, at 10 µM unless noted. Numbers give growth in % (100 = growth as untreated, 0 = no growth, -100 = all killed).
SK-MEL-2 – SK-MEL-2 melanoma; 77,000 tested, 4.7% active; AID 1794763
M14 – M14 melanoma; AID 1794745; 80,000 tested, 6.2% active
HOP-62 – HOP-62 NSCLC. 80,000 tested, 3.9% active. AID 1794735
EKVX – EKVX NSCLC. 71,000 tested, 3% active. AID 1794765
HOP-92 – HOP-92 NSCLC cells; 71,000 tested, 6.3% active; AID 1794738
A549/ATCC – A549/ATCC NSCLC | 81,000 tested, 3.7% active
SK-MEL-28 – SK-MEL-28 melanoma; 81,000 tested, 4.1% active; AID 1794761
SK-MEL-5 – SK-MEL-5 melanoma; AID 1794755; 80,000 tested, 6.4% active
Numbers without * were called inactive; . = not tested or not shown; & = joins results of further samples; [ ] = dose if it differs, or a comment. Rule for the calls: active = growth percent below 10; inactive = the rest.

SMILES	SK-MEL-2	M14	HOP-62	EKVX	HOP-92	A549/ATCC	SK-MEL-28	SK-MEL-5
O=C(c1cc2ccccc2o1)c1ccc(Cl)cc1Cl	102	102	102	91	85	100	108	99
COc1ccc(CNC(=O)c2c(C)n([O-])c3cc(F)c(F)cc3[n+]2=O)cc1	88	91	107	89	89	.	94	97
CC(C)=CCc1cc2c(cc1O)C1=C(C(=O)C3=C(C1=O)S(=O)(=O)CCN3)C(C=C(C)C)O2 (stereo unspecified)	-54*	-89*	-53*	-26*	-12*	-42*	-76*	-99*
COc1nc2c(c(=O)n1C)N=C1c3ccccc3C(=O)C1C(c1ccccc1)N2 (stereo unspecified)	81	83	87	.	89	91	90	89
Cc1cccc(Cc2cnc(NC(=O)c3cc(C)oc3C)s2)c1	83	57	85	61	62	49	96	87
O=C(O)c1cn(C2CC2)c2cc(N3CCN(C(=O)N/N=C/c4ccc(Br)cc4)CC3)c(F)cc2c1=O	87	83	83	90	62	107	72	81
CC(=O)c1cc(C(=O)N2c3ccccc3Sc3ccccc32)n2ccc(C)cc12	72	36	59	53	38	57	49	-36*
COc1cccc(/C=C2\Oc3cc(O)ccc3C2=O)c1OC	113	94	106	99	102	107	106	98
CCCCC(S(C)(=O)=O)S(C)(=O)=O	114	103	104	.	97	93	104	111
COc1cccc(Br)c1NC(C)=O	117	106	109	104	99	101	110	98
CC(=O)Oc1ccccc1C(=O)Oc1ccc(C(=O)/C=C/c2ccccc2)cc1	120	115	110	95	119	111	107	98
CC(=O)c1ccc(NC(=O)CSc2nnc(-c3ccc(NC(=O)c4cccnc4)cc3)o2)cc1	96	113	95	111	98	100	114	96
C/C=C(/C(=C/C)c1ccc(O)cc1)c1ccc(O)cc1	45	15	36	36	59	.	52	5.6*
COc1cc2ccccc2cc1C(=O)O	94	103	101	107	90	101	123	125
CC1=NN(c2ccc(Cl)cc2S(=O)(=O)O)C(=O)C1N=Nc1ccc(OS(=O)(=O)c2ccc(C)cc2)cc1 (stereo unspecified)	111	97	85	115	94	107	110	111
CCOC(=O)c1cc(C(=O)c2ccc(Br)cc2)n2cc(C)cc(C)c12	91	94	.	99	78	76	99	96
C/C(=C/Cl)n1cnc2c(Nc3ccccn3)nc(Cl)nc21	105	98	102	91	95	109	103	100
COc1ccc(-n2c(-c3ccccc3)c(-c3ccccc3)c3c(SCC(=O)n4[nH]c(C)cc4=O)ncnc32)cc1	97	94	76	74	51	90	108	75
CC1CCCC(C)C1O (stereo unspecified)	114	.	94	106	103	103	113	108
C=C(C)C(=O)O[C@H]1C[C@@]2(C)OC(=CC2=O)/C(CO)=C\[C@H]2OC(=O)C(=C)[C@H]12	-24*	-34*	59	-5.7*	-61*	66	.	.
CNC(=O)c1nc(-c2ccc(OC)c(OC)c2)n(-c2ccc(OC)cc2)n1	102	108	109	.	94	94	107	95
O=C(NCCCNc1cc(-c2cn(-c3ccccc3)nc2-c2cccc(O)c2)ccn1)Nc1cccc(C(F)(F)F)c1	58	.	43	46	40	49	-12*	38
CCOC(=O)C(CC(Nc1ccc(Br)cc1)c1ccccc1)[N+](=O)[O-] (stereo unspecified)	88	78	95	.	95	88	109	93
Nn1c(-c2ccccc2)nc2c(-c3ccc(Cl)cc3)nc3ccc(Cl)cc3c2c1=O	118	97	111	107	100	94	88	103
COc1cc2[nH]c(C(=O)c3cc(OC)c(OC)c(OC)c3)c(N)c2cc1C#CCO	30	7.4*	28	.	22	33	14	-0.3*
N#Cc1c(-c2ccccc2)nc(NCCO)[nH]c1=O	102	99	84	98	86	102	109	103
CC(=O)N(C(C)=O)c1ncn(C)c1S(=O)(=O)Nc1ccccc1	126	113	109	112	102	91	118	.
CCCCN(C(=O)CC)c1ccccc1	108	92	105	97	109	96	104	100
CCOC(=O)c1cccc(NC(=S)Nc2ccc(S(=O)(=O)Nc3ccc(Cl)nn3)cc2)c1	107	107	104	92	85	107	103	91
CCCn1cnc2c(SCc3ccccn3)nc(N)nc21	94	107	94	101	67	106	116	101
COC(=O)/C=C1\S/C(=N\Nc2ccc([N+](=O)[O-])cc2[N+](=O)[O-])N(c2ccccc2)C1=O	112	105	103	101	92	101	105	99
CC[C@H](C)[C@@H]1NC(=O)[C@H](C)NC(=O)[C@@H](Cc2ccc(O)cc2)NC(=O)CSC[C@@H](C(N)=O)NC(=O)[C@H](CC(C)C)NC(=O)[C@H](CC(C)C)NC(=O)[C@H]([C@@H](C)O)NC(=O)[C@H]([C@@H](C)O)NC(=O)[C@H](CCCCN)NC(=O)CNC(=O)[C@H](CCCN=C(N)N)NC(=O)[C@H](Cc2ccc(O)cc2)NC(=O)[C@H](CO)NC1=O	105	110	110	105	126	105	119	106
C[C@]12CCC(=O)C=C1CCC1C2C(=O)C[C@@]2(C)C1CC[C@]2(O)C(=O)CO (stereo partly specified)	.	103	.	107	.	99	114	104
COc1ccc(-c2nn(-c3cccc(Cl)c3)cc2C=C2C(=N)NC(=O)NC2=N)cc1	.	124	106	88	111	89	104	93
O=C(C[n+]1ccnc2ccccc21)c1ccc2ccccc2c1	98	100	95	97	101	112	114	97
O=C(CSc1nc2ccccc2[nH]1)c1cc2cc(Br)ccc2o1	105	107	98	91	110	108	113	101
CCOC(=O)/C=C1/S/C(=N/NC(=O)COc2cc(=O)n(C)c3ccccc23)N(c2ccccc2)C1=O	106	101	91	96	86	100	100	102
CCCCCOC(=O)Nc1nc(=O)n([C@@H]2O[C@H](CO)[C@@H](O)C2(F)F)cc1F	128	54	46	101	73	99	106	103
CC1(C)Oc2cc3oc(=O)ccc3cc2C[C@@H]1OCCNc1nnc(-c2ccccc2)s1	100	110	106	78	57	83	94	96
Clc1ccc(C2=NN[C@H](c3cn(-c4ccccc4)nc3-c3ccccc3)C2)cc1	91	71	16	35	.	47	39	81
COc1ccc(/C=N/NC(=O)c2ccccn2)c(OC)c1OC	105	94	103	104	104	101	105	95
CCOC(=O)C1=NN(c2ccccc2)C(=O)/C1=C\N1C(=S)NC(=O)/C1=C\c1cccc([N+](=O)[O-])c1	101	94	92	102	80	84	107	99
CC(=O)Cc1nsc(NC(=O)c2ccoc2COc2ccccc2)n1	107	95	107	91	90	99	103	101
CC(=O)c1c(/C=C/c2cccc(C)c2)c2ccccc2[nH]c1=O	104	107	94	97	69	96	116	99
O=C(c1ccccc1)c1ccccc1-c1ccccc1	.	0.9*	33	59	.	38	50	25
O=C(O)c1ccc(S(=O)(=O)c2ccccc2)s1	96&105	101&103	106&105	118&112	98&97	95&102	104&99	100
COC(=O)C(C)CNCCc1ccccc1 (stereo unspecified)	103	105	92	102	86	96	120	101
COc1ccc(/C=C/C=C\C(=O)c2ccc(N3CCCC3)cc2)cc1	86	97	102	92	62	86	99	86
N#Cc1c(-c2ccc(Cl)cc2)c(C#N)c(=O)n(-c2nc3ccccc3s2)c1N	94	94	77	84	56	96	100	72
CCN1CCN(CC(=O)Nc2nc3ccc(NCc4ccc([N+](=O)[O-])cc4)cc3s2)CC1	105	91	91	91	69	100	94	89
O=[N+]([O-])c1ccc(O)c(CN(CCO)CCO)c1	100	107	98	.	.	.	107	99
O=C(/C=C/c1cccc(C(F)(F)F)c1)Nc1ncc(Cc2ccc(Cl)cc2)s1	100	100	97	98	97	102	104	101
COc1cc(-c2csc(NC(=O)Nc3ccc(Cl)cc3)n2)cc(OC)c1OC	29	21	38	26	7.3*	18	41	-38*
CC(C)=NN=C(C)C	102	103	91	107	109	104	105	94
NS(=O)(=O)Oc1ccc(NC(=O)C2CCCCC2)cc1	95	98	95	94	94	92	112	102
CSC1=C(C#N)C(N)=NN2C(=N1)C(c1nc3ccccc3s1)=Cc1cc(Br)ccc12	87	94	78	85	74	89	88	94
O=C1Nc2c(ccc(Cl)c2Cl)/C1=C/c1ccccn1	104	70	88	62	66	13	105	83
CC(C)c1cc(C(C)C)c(S(=O)(=O)n2ccc3nc(Cl)nc(Cl)c32)c(C(C)C)c1	103	106	109	108	100	103	109	102
O=C1/C=C/[C@@H](O)[C@@H]2C[C@@H](O)C[C@H]2/C=C/CCC[C@H]([C@@H](O)CO)O1	98	69	108	97	.	96	39	4.5*
C=C1CCOC12c1cccc(OC)c1-c1cc(OC)c(OC)c(OC)c12 (stereo unspecified)	111	99	100	105	107	104	105	96

An excerpt of these results, as labelled records:
SMILES: CNC(=O)c1nc(-c2ccc(OC)c(OC)c2)n(-c2ccc(OC)cc2)n1
  SK-MEL-2: 102	M14: 108	HOP-62: 109	EKVX: .	HOP-92: 94	A549/ATCC: 94	SK-MEL-28: 107	SK-MEL-5: 95
SMILES: O=C(NCCCNc1cc(-c2cn(-c3ccccc3)nc2-c2cccc(O)c2)ccn1)Nc1cccc(C(F)(F)F)c1
  SK-MEL-2: 58	M14: .	HOP-62: 43	EKVX: 46	HOP-92: 40	A549/ATCC: 49	SK-MEL-28: -12*	SK-MEL-5: 38
SMILES: CCOC(=O)C(CC(Nc1ccc(Br)cc1)c1ccccc1)[N+](=O)[O-] (stereo unspecified)
  SK-MEL-2: 88	M14: 78	HOP-62: 95	EKVX: .	HOP-92: 95	A549/ATCC: 88	SK-MEL-28: 109	SK-MEL-5: 93
SMILES: Nn1c(-c2ccccc2)nc2c(-c3ccc(Cl)cc3)nc3ccc(Cl)cc3c2c1=O
  SK-MEL-2: 118	M14: 97	HOP-62: 111	EKVX: 107	HOP-92: 100	A549/ATCC: 94	SK-MEL-28: 88	SK-MEL-5: 103

Further results:
SMILES	SK-MEL-2	M14	HOP-62	EKVX	HOP-92	A549/ATCC	SK-MEL-28	SK-MEL-5
Cn1nnnc1-c1ccc(N)cc1	89	.	96	94	96	96	103	102
CN1CCC(=C(c2ccc(Cl)cc2)c2ccccn2)CC1	83	98	90	100	82	111	106	98
CN1C(=O)N(C)C2Nn3c(s/c(=C\c4ccccc4)c3=O)=NC21 (stereo unspecified)	109	98	98	97	100	95	105	101
CCC(C)(CC(=O)O)CC(=O)O	132	103	103	.	98	91	105	100
C=CCNC(=S)N/N=C/C=C/C	.	92	99	101	107	82	113	110
CCNCCNc1cc(-c2ccc(S(C)=O)cc2)c(C#N)c2nc3ccccc3n12 (stereo unspecified)	.	98	77	96	93	102	106	105
O=C(O)CCC(NC(=O)OCc1ccccc1)C(=O)NC(Cc1ccccc1)C(=O)O (stereo unspecified)	.	99	90	99	78	102	99	98
CN(C)C(=O)c1ccc(SC(=S)NCc2ccccc2)cc1	114	103	107	70[100 µM]	-10*[100 µM]	105	106	102
O=c1oc2ccc(F)cc2c(=O)n1-c1ccc(F)cc1F	-12*	29	30	93	-29*	15	23	.
NC(=O)c1cc(Cl)ccc1O	103	98	95	106	92	97	106	88
O=C(Nc1cc(Cl)c(Cl)cc1Cl)OCc1ccc2c(c1)OCO2	98[100 µM]	96[100 µM]	83[100 µM]	100[100 µM]	78[100 µM]	74[100 µM]	98[100 µM]	95[100 µM]
Cc1ccc(NC(=O)NNC(=O)/C=C/c2cn(-c3ccccc3)nc2-c2ccccc2)cc1	107	102	95	96	112	105	104	103
CCCCCCCCNC(=O)/C(=C\c1ccc2c(c1)OCO2)NC(=O)c1ccccc1	98	102	103	104	97	81	111	96
Brc1ccc(Nc2nc3ccccc3nc2Nc2ccc(Br)cc2)cc1	-58*	-61*	-63*	.	-26*	-6.8*	-44*	-86*
CC(=O)O.CN1[CH-]N(Cc2ccc(C#N)cc2)c2ccccc21.[Ag+]	90	100	108	108	116	68	95	42
CCOC(=O)COCC(=O)OCC	.	97	105	111	.	109	108	100
Cc1cc(Cl)nc(N(CCCNc2ccnc3cc(Cl)ccc23)Cc2ccco2)n1	39	-6.2*	26	24	-3.3*	29	16	-83*
CC(=O)Oc1ccccc1-c1ccccc1	102	109	93	94	115	98	103	102
COc1cccc(-c2c(C#N)c(-c3ccc(Cl)cc3)nc3n[nH]c(-c4ccc(Cl)cc4)c23)c1	53	37	54	34	-5.0*	42	74	31
O=c1c2cc(F)ccc2sc2c(Nc3cccnc3)nc3ccccc3c12	109	104	96	83	75	74	103	89
O=C(Cc1cccc(OC(F)(F)F)c1)Nc1ccc(CCCCc2nnc(NC(=O)Cc3ccccn3)s2)nn1	116	51	74	74	-4.6*	43	94	62
CC(=O)Oc1ccccc1C(=O)N=C1[Se]CCN1C(=O)c1ccccc1OC(C)=O	-18*	-58*	-48*	-39*	-72*	-53*	-28*	-58*
O=C(c1ccccc1)C(Br)[N+](=O)[O-] (stereo unspecified)	97	84	74	96	103	70	106	102
Cc1ccc(Nc2c(C(N)=O)cnc3ccc(S(=O)(=O)Nc4cc(C)on4)cc23)cc1	109	100	90	.	84	103	101	99

Reprinted at random: 3 entries already listed, in no set order.
SMILES	SK-MEL-2	M14	HOP-62	EKVX	HOP-92	A549/ATCC	SK-MEL-28	SK-MEL-5
O=C(Cc1cccc(OC(F)(F)F)c1)Nc1ccc(CCCCc2nnc(NC(=O)Cc3ccccn3)s2)nn1	116	51	74	74	-4.6*	43	94	62
O=C(c1ccccc1)C(Br)[N+](=O)[O-] (stereo unspecified)	97	84	74	96	103	70	106	102
CC(=O)Oc1ccccc1C(=O)N=C1[Se]CCN1C(=O)c1ccccc1OC(C)=O	-18*	-58*	-48*	-39*	-72*	-53*	-28*	-58*

The list goes on.
SMILES	SK-MEL-2	M14	HOP-62	EKVX	HOP-92	A549/ATCC	SK-MEL-28	SK-MEL-5
O=C(CCn1c[n+](CC(=O)c2ccc(F)cc2)c2ccccc21)Nc1cccc2cccnc12	82	80	86	89	.	102	60	33
Oc1cccc(N2CCN(c3cccc(O)c3)CC2)c1	.	107	116	124	93	105	116	111
NC(=O)C[n+]1ccccc1	95	106	100	109	94	90	112	103
O=Nc1ccc(O)c(=O)cc1	71	30	88	73	.	110	56	80
Cc1ccc2c(n1)C(=O)C(Cl)=C(Nc1ccc(C(F)(F)F)cc1)C2=O	103	29	97	77	71	102	51	95
C=C(C)[C@@H]1CC[C@]2(c3ncc(C)o3)CC[C@]3(C)[C@H](CC[C@@H]4[C@@]5(C)Cc6c([nH]c7ccccc67)C(C)(C)[C@@H]5CC[C@]43C)[C@@H]12	117	103	95	104	102	100	111	98
